# Bioassay records from PubChem BioAssay.
# human PMI inhibition – inhibitors of human PMI, primary screen, biochemical, fluorescence intensity, coupled assay (AID 1209); actives 0.42% (n = 190,000); purified PMI enzyme, coupled fluorescence intensity; higher % means a stronger effect; one-dose inhibition, % at 20 µM; IC50 in µM for titrated hits;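 note: plate controls were DMSO vehicle for no effect and wells lacking substrate for full effect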
# b-catenin transl – alters nuclear translocation of beta-catenin in HeLa cells; immunofluorescence imaging; nuclear translocation activity, % at 5 µM; actives 0.3% (n = 190,000); AID 1665;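 active = nuclear translocation activity above 50% at 5 µM, with a well cell count of 50 or more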;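 note: per-cell ratio of nuclear to cytoplasmic median beta-catenin stain intensity; plate controls were DMSO negative control for no effect and GSK-3 inhibitor IX positive control for full effect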
#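 System: Human HeLa cells, endogenous beta-catenin | Compound dosing: 5 µM primary, 0.02–20 µM confirmation | Timing: 24 h compound exposure at 37°C, 5% CO2 | Measured by: Fluorescence imaging of beta-catenin antibody stain plus DAPI | Read-out basis: % activation of per-cell nuclear versus cytoplasmic median beta-catenin signal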
# Yfh1-depleted yeast – enhancers of respiration in Yfh1-depleted yeast, dose response, Friedreich's ataxia, plus single-dose screen (AID 1465) | fold induction at 50 µM, or EC50 in µM where a hit was titrated | actives 0.074% (n = 220,000) | S. cerevisiae Yfh1-off respiration, WST-1 reduction, 72 h; higher fold induction means a stronger effect;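 active = fold induction of absorbance versus untreated yeast above a set limit, then at least 30% activation at any dose in follow-up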;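 note: activators that raise dye reduction in frataxin-depleted yeast; strong numbers were not always called active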
# Dynein transport – blocks dynein driven cargo transport along microtubules; 3617.4 mouse cells, GR-EGFP nuclear translocation imaging; test concentration mostly 20 µM; stimulated with dexamethasone, 1 µM; hits give low values; z-score, hits read low; actives 0.47% (n = 220,000);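 active = plate z-score of nuclear minus cytoplasmic receptor signal below a set negative limit, without overly bright fluorescence or cell loss, cut at about -3.5 in these data, passing the limit was not always enough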;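 note: z-score of nuclear minus cytoplasmic ring GR-EGFP intensity difference per well; some compounds called inactive have numbers as strong as hits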
#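 Also added – dexamethasone, 1.0 µM final · Buffer or medium – tet-free, stripped-serum medium · Schedule – induction 48 h, compound 1 h, agonist 30 min · Detection – formaldehyde fixation, Hoechst nuclear stain, 10x automated fluorescence imaging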
# WT yeast gro inh – growth inhibition of WT yeast, mitochondrial fusion screen. actives 2.1% (n = 190,000). AID 1362. mitochondrial fusion phenotypic screen, WT strain. inhibition, % at 10 µM; in the data active = inhibition above about 58%; tested in S. cerevisiae
# PMI inhibition – human PMI inhibitors, high substrate, primary screen, biochemical, fluorescence intensity, high mannose 6-phosphate (AID 1220); recombinant PMI enzyme, coupled fluorescence intensity; higher % means a stronger effect; inhibition, % at 20 µM; hits with a dose series show IC50 in µM; actives 0.66% (n = 190,000)
# Ins promoter up – MIN6 insulin promoter up-regulation | z-score at 5 µM | actives 0.3% (n = 190,000) | MIN6 insulin promoter-GFP reporter, high-content imaging; hits give high values | AID 1625;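 active = z-score above 3 at 5 µM with at least 500 cells counted in the well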
# Autophagy mod – autophagy modulation, high-content screen; MEF GFP-LC3 puncta imaging; test concentration mostly 10 µM; calls only at 10 µM (by protocol); actives 0.98% (n = 190,000); AID 463193;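 active = percentage of spot-positive cells more than 3 SD above its plate mean, without a fluorescence outlier flag or 80% toxicity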;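 note: spot-positive cell cutoff set from DMSO-treated cells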
# MT stabilizer – microtubule stabilizers in HeLa cells; HeLa tubulin immunostaining HCS, 24 h; share of cells brighter than vehicle mean+2SD; % tubulin-high responders, % at 10 µM; actives 0.83% (n = 200,000); AID 2205;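 active = plate Z-score above 3 for both tubulin-high and condensed-nucleus cell shares, with cell loss under 80%, at 10 µM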;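 note: anti alpha tubulin signal scored within the nucleus-defined area of each cell; some results filed as inactive read as strong as hits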
# WT yeast gro inh mutant strain – further read-out of WT yeast gro inh, marked with its call; inhibition, %; mitochondrial fusion phenotypic screen, mutant strain inhibition
# Dynein transport cytoplasmic EGFP – further read-out of Dynein transport, marked with its call; z-score; measured here: cytoplasmic GR-EGFP intensity; hits give high values
# Dynein transport nuclear GR-EGFP – further read-out of Dynein transport, marked with its call; z-score; measured here: nuclear GR-EGFP intensity;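 lower value marks the stronger effect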
# Dynein transport cell count – further read-out of Dynein transport, marked with its call; z-score; measured here: cell count per field
# Ins promoter up cell count – also measured in Ins promoter up; calls as there; cell count; measured here: cytotoxicity, nuclei count;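 total cells summed across four imaged fields per well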
# b-catenin transl cell count 5 µM – further read-out of b-catenin transl, marked with its call; cell count; measured here: cell count, cytotoxicity flag
# MT stabilizer Hoechst-high % – second read-out of MT stabilizer, no call of its own (marks repeat the call); % Hoechst-high responders; measured here: nuclear condensation Hoechst responders;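 share of cells brighter than vehicle mean plus two SD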
# MT stabilizer cytotoxicity % – further read-out of MT stabilizer, marked with its call; toxicity, %; measured here: cytotoxicity by cell density;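 0% = mean cell density of plate MIN control wells and 100% = no cells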
# Autophagy mod cell loss 18 h – also measured in Autophagy mod; calls as there; toxicity, %; measured here: cell loss, nuclei count;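 cell loss after 18 h compound exposure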
# Starred values were filed as active, the others as inactive; i = inactive; . = not tested or not shown; + = active, no number. Cut-off read from the data, not from the text of the source, unless noted: active = inhibition above about 50%; inactive = the rest.
SMILES,human PMI inhibition,b-catenin transl,b-catenin transl cell count 5 µM,Yfh1-depleted yeast,Dynein transport,Dynein transport cytoplasmic EGFP,Dynein transport nuclear GR-EGFP,Dynein transport cell count,WT yeast gro inh,WT yeast gro inh mutant strain,PMI inhibition,Ins promoter up,Ins promoter up cell count,Autophagy mod,Autophagy mod cell loss 18 h,MT stabilizer,MT stabilizer Hoechst-high %,MT stabilizer cytotoxicity %
O=C(Nc1cnn(Cc2ccccc2)c1)NC12CC3CC(CC(C3)C1)C2,5%,-3.4,1091,i,-0.91,-0.23,-0.15,1.6,4,-24,-1%,-0.29,825,i,-4,1.8,1.7,6.4
Cc1onc(-c2c(F)cccc2Cl)c1C(=O)OCC(=O)c1c[nH]c2ccccc12,.,-0.4,1300,i,0.1,-0.15,0.5,0.14,.,.,.,0.38,1111,.,.,.,.,.
CCc1nc(C)cn1S(=O)(=O)c1cc(F)ccc1OC,8%,-0.8,1049,i,0.61,0.34,0.96,0.038,-7,-22,5%,0.12,1527,i,21,1.8,1.1,1.7
CCCC(=O)Nc1ccc(-c2cnc(-c3ccc(NC(=O)CCC)cc3)nc2)cc1,2%,-0.7,1089,i,0.11,-0.12,0.2,-0.73,-23,1,-12%,-0.08,1457,i,7,9.4,1.7,11
COCCNS(=O)(=O)c1ccc(C2CNC(=O)C2)cc1 (stereo unspecified),-4%,1.1,1163,i,0.47,-0.23,0.27,0.056,12,4,0%,-0.81,1094,i,6,6.2,2.2,0.2
c1ccc(-c2noc(-c3cccc4ccccc34)n2)nc1,12%,.,.,i,-0.64,-0.26,-0.59,-0.3,24,12,5%,-1.5,1304,i,-4,2.4,2.5,3.2
O=C(COc1nc2ccccc2nc1N1CCOCC1)NCC(F)(F)F,8%,-3.3,1171,i,0.44,-0.22,0.53,-0.32,2,-5,12%,-0.61,1450,i,-6,1.8,4.2,8.5
Cn1c(SCC(=O)NC(=O)NCc2ccco2)nnc1-c1ccccc1,7%,-2.3,865,i,1.9,-0.029,0.97,-1.4,1,15,4%,0.23,1451,i,2,3.1,1.4,9.7
CCOc1ccc(-n2c(SCC(=O)Nc3ccc4c(c3)OCO4)nc3ccccc3c2=O)cc1,6%,-1.6,964,i,-0.76,-0.11,-0.25,-0.097,-24,-13,7%,-0.26,1147,i,3,2.9,1.0,8.6
O=C(Nc1ccc(Br)cc1)c1cccnc1N1CCOCC1,1%,-0.9,1019,i,2.4,-0.15,2,-1.8,-3,9,-1%,.,.,i,-16,1.4,2.0,11
O=C(CN1C(=O)c2cccc3cccc1c23)N1CCc2ccccc2C1,19%,-1.3,1090,.,-0.00084,-0.19,0.19,-0.52,-2,-4,10%,0.05,1951,i,5,1.7,2.4,5.1
Cn1c(SCc2ccccc2)nnc1-c1cnccn1,8%,0.4,1389,i,-0.58,-0.41,-0.12,0.52,4,-3,8%,1.1,1439,i,1,3.3,2.2,5.9
Cc1nn(-c2ccc(C(=O)O)cc2)c(C)c1Cl,4%,1.6,973,i,0.092,-0.34,0.53,0.57,-17,-8,4%,-0.53,1390,i,-16,2.4,3.0,11
CCCN(CCC)CCCNC(=S)Nc1ccc2nc(N3CCN(C)CC3)cc(C)c2c1,-4%,-2.9,1033,i,-0.26,-0.26,0.13,-0.088,-15,7,8%,-0.34,1162,+,5.9*,2.6,3.5,12
O=C1c2ccccc2C(=O)N1/N=C/c1ccc(O)c(O)c1,35%,.,.,i,-1.1,-0.24,-0.86,0.69,-13,-7,7%,-0.32,1441,i,-1,3.6,1.4,1.9
CCS(=O)(=O)N1CCC(C(=O)O)CC1,-15%,-0.3,1055,i,-0.28,-0.25,0.35,-0.81,10,3,-6%,0.06,1226,i,-2,6.2,2.5,6.3
COc1cc(/C=C(\C#N)C(=O)NCC2CCCO2)ccc1OCC(=O)O (stereo unspecified),5%,-1.2,1018,i,-0.16,-0.24,0.021,0.048,1,8,8%,-0.3,1566,i,11,2.8,2.7,7.6
Cc1cc(C)c2ccc(N)nc2c1O,21%,0.9,1093,i,-1.9,-0.17,-0.7,0.88,5,-6,26%,-0.81,1219,i,-41,5.2,2.3,2.4
Nc1nnc(SCC(=O)OCC(=O)NC23CC4CC(CC(C4)C2)C3)s1,-3%,-0.3,1050,i,-0.87,-0.17,-0.44,2.2,-1,5,-3%,-0.67,1129,i,5,8.5,1.9,8.8
O=C(NCc1nc(-c2ccccc2)no1)c1ccc2c(c1)OCO2,13%,-1.8,1156,i,-0.51,-0.15,-0.17,-0.78,-3,-29,6%,0.88,1298,i,6,4.1,1.8,4.1
CCC(C)(C)n1nnnc1CN1CCN(c2ccc(OC)cc2)CC1,12%,0.3,1010,i,-0.74,-0.28,-0.16,0.26,11,5,22%,-0.67,1455,i,11,3.5,1.9,5.2
COC(=O)C1CSC(C(=O)OC)N1C(=O)Nc1ccc(Cl)c(Cl)c1 (stereo unspecified),6%,-1.0,1135,i,0.88,-0.065,-0.18,-0.46,-2,23,7%,-0.18,1822,i,1,1.6,1.7,5.6
CC1(C)CC(NC(=O)CCC2CCCC2)CC(C)(C)N1,6%,.,.,i,1,-0.2,1.1,-0.32,-1,0,-1%,-0.25,1193,i,-7,2.4,2.2,7.3
Cc1cc(SCC(=O)c2ccc3c(c2)OCO3)nc2ccccc12,-1%,.,.,i,-0.33,-0.2,0.029,0.57,22,21,-8%,0.22,937,i,-2,1.2,1.3,9.3
CC(C)c1nc2ccc(C(=O)O)cc2[nH]1,-2%,.,.,i,1.5,-0.16,0.3,-1.5,22,1,-4%,.,.,i,-5,0.5,1.4,15
# Other records
SMILES,human PMI inhibition,b-catenin transl,b-catenin transl cell count 5 µM,Yfh1-depleted yeast,Dynein transport,Dynein transport cytoplasmic EGFP,Dynein transport nuclear GR-EGFP,Dynein transport cell count,WT yeast gro inh,WT yeast gro inh mutant strain,PMI inhibition,Ins promoter up,Ins promoter up cell count,Autophagy mod,Autophagy mod cell loss 18 h,MT stabilizer,MT stabilizer Hoechst-high %,MT stabilizer cytotoxicity %
CCc1cccc(C)c1NC(=O)C1=C(C(=O)O)CCCC1,-6%,.,.,i,-0.37,-0.19,0.28,-0.16,0,-8,-6%,.,.,i,-2,4.1,2.0,13
Cc1ccc(C)c(NS(=O)(=O)c2ccc(OCC(=O)N3CCOCC3)cc2)c1,-10%,1.4,553,i,-0.29,-0.25,-0.34,0.99,8,4,-9%,.,.,i,-1,4.6,3.0,8.5
Cc1ccc(C(C(=O)NC2CCCC2)N(Cc2ccco2)C(=O)CCC(=O)Nc2ccccn2)cc1 (stereo unspecified),-1%,1.4,1166,i,-0.6,-0.0027,-0.16,0.48,8,-9,-3%,-0.23,1409,i,0,2.1,1.3,15
CCC(=O)c1ccc(OCC(=O)NC2(C#N)CCCCC2)cc1,-5%,-1.3,1052,i,0.52,-0.34,0.27,0.39,-3,12,2%,.,.,i,-3,2.9,2.1,0.1
Cc1ccc(NC(=O)CCC(=O)NNC(=O)CCc2ccccc2)c(C)c1,3%,0.2,931,i,-0.51,-0.23,-0.18,-0.054,-9,6,4%,0.64,1042,i,21,2.3,3.8,1.5
OCCOCCNc1ncnc2c1cnn2-c1ccc(Cl)cc1,-8%,-2.4,1158,i,1.2,-0.44,0.37,-0.52,5,11,-2%,.,.,i,17,2.7,2.2,15
CC(C)(O)C#Cc1ccc(C(=O)NCCC(=O)O)s1,-2%,1.8,844,i,0.75,-0.29,0.77,-0.99,-10,2,5%,0.17,1691,i,-5,4.7,2.4,6.9
COCCNC(=O)CSCc1c(F)cccc1Cl,6%,.,.,i,-0.3,-0.1,0.11,-0.44,17,-31,7%,0.32,1296,i,-2,1.3,2.4,8.9
Cc1ccc(N2C(=O)CN(Cc3sccc3C)C2=S)cc1C,12%,1.5,1054,i,0.5,0.037,0.5,-0.28,24,6,1%,-0.21,1418,i,17,2.9,1.7,8.1
CCn1c(=O)c2cc(C(=O)N3CCOCC3)sc2c2ccccc21,-1%,.,.,i,-0.79,-0.23,-0.45,0.73,-1,1,-2%,-0.73,1057,i,13,3.2,2.8,7.4
Cn1cnnc1SCc1ccc(C(=O)N=Nc2c(O)n(C)c3ccccc23)cc1,5%,-1.4,1028,i,-0.6,-0.34,-0.59,1.1,-6,-16,-13%,.,.,i,-14,2.6,2.8,4.8
CCOc1ccccc1C(=O)N1CCN=C1SCc1cccnc1,8%,-4.3,989,i,-0.24,-0.21,0.043,0.29,-3,-3,10%,0.34,1341,i,54,2.3,1.1,9.7
COc1ccc(/C=N/N2C(=O)CSC2=S)cc1,20%,-2.2,1093,i,-0.7,-0.26,-0.21,1.8,0,-9,22%,0.37,1807,i,21,2.1,1.9,9.7
Nc1nc2ccccc2nc1N,6%,-1.5,1027,i,-0.41,-0.2,0.61,0.3,8,10,5%,0.27,1363,i,1,3.1,1.5,6.5
CC(C)=CCN1CCN(Cc2ccc3nsnc3c2)CC1CCO (stereo unspecified),-2%,-1.1,1203,i,-1.2,-0.24,-0.52,0.64,11,4,-2%,-0.63,1347,i,23,4.7,2.0,3.7
CCCCN1C2CCCC1CC(NC(=O)c1ccc(OC)c(OC)c1)C2 (stereo unspecified),0%,-0.3,861,i,-0.47,-0.21,-0.035,0.2,9,9,6%,-0.15,1006,i,-5,5.6,3.4,11

# Looked up above.
# Entry of Cc1ccc(N2C(=O)CN(Cc3sccc3C)C2=S)cc1C under Autophagy mod cell loss 18 h: 17
# Entry of CCS(=O)(=O)N1CCC(C(=O)O)CC1 under b-catenin transl: -0.3
